aSyn tox rescue – inhibitors of alpha-synuclein toxicity in yeast; S. cerevisiae alpha-synuclein toxicity rescue, BacTiter-Glo growth, 24 h; Potency, µM (titrated, usually from 46.1 µM), without a hit: top-dose growth rescue (activation), hits mostly activators; actives 0.02% (n = 94,000); AID 1347070; active means well fitted activation curve with a large enough effect; inconclusive means small, poorly fitted or top-dose-only effect; further: 0% is about no effect
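Growth restoration measured by BacTiter-Glo luminescence after 24 hr at 30 deg C; alpha-synuclein yeast, raffinose-pregrown to mid-log, were added at OD600=0.02 in galactose medium onto pinned compounds.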
Numbers without * were called inactive; [ ] = remark or other dose. Potency means the concentration at half of the fitted maximal effect. These rows are one share of the data; count on the stated rates, not on these rows.

Sample of the layout, 3 compounds:
`Cc1ccccc1-c1nc(CS(=O)(=O)CC(=O)NCCN2CCOCC2)c(C)o1` gave aSyn tox rescue 8.0%.
`COc1cc(C(=O)NCc2ccc3c(c2)CCN3C(=O)c2ccc(Cl)cc2)cc(OC)c1OC` gave aSyn tox rescue -6.3%.
Screening Cc1nn(C)cc1C1C(C#N)=C(N)N(c2cccnc2)C2=C1C(=O)CCC2 (stereo not given) returned aSyn tox rescue -0.6%.

The listing (from the top)
`Cc1ccccc1-c1nc(CS(=O)(=O)CC(=O)NCCN2CCOCC2)c(C)o1` gave aSyn tox rescue 8.0%.
`COc1cc(C(=O)NCc2ccc3c(c2)CCN3C(=O)c2ccc(Cl)cc2)cc(OC)c1OC` gave aSyn tox rescue -6.3%.
Screening Cc1nn(C)cc1C1C(C#N)=C(N)N(c2cccnc2)C2=C1C(=O)CCC2 (stereo not given) returned aSyn tox rescue -0.6%.
For COc1ccc(OC)c(C2NC(=O)NC(C)=C2C(=O)Nc2ccc(F)cc2)c1 (stereo not given) the results were aSyn tox rescue -8.7%.
Screening COc1cc(CN2CCN(S(=O)(=O)c3ccc(NC(C)=O)cc3)CC2)cc(OC)c1OC returned aSyn tox rescue -7.1%.
For COc1ccc(CCNC(=O)CC(=O)N/N=C\c2ccc(OCC(N)=O)cc2)cc1OC the results were aSyn tox rescue -9.4%.
For Cc1ccc2nc(-c3ccc(NC(=O)COc4ccccc4C(C)(C)C)cc3)sc2c1 the results were aSyn tox rescue 6.8%.
For CCCN(CCC)C(=O)Cn1c(=O)n(CCCCCC(=O)Nc2ccccc2)c(=O)c2sccc21 the results were aSyn tox rescue -14.5%.
Screening COc1ccc(F)cc1COc1nc(C)nc2ccccc12 returned aSyn tox rescue -15.6%.
For CC(=O)c1cccc(NC(=O)CCS(=O)(=O)c2ccc3c(c2)n(C)c(=O)c(=O)n3C)c1 the results were aSyn tox rescue 1.0%.
`COc1ccc(C(=O)Oc2c(Sc3ccc(C)cc3)c(C)nn2C(C)(C)C)cc1OC` gave aSyn tox rescue 4.6%.
`CCOC(=O)C1=C(COC(=O)C2CC(=O)N(c3ccc(C)cc3)C2)NC(=O)NC1C` (stereo not given) gave aSyn tox rescue 10.5%.
`C=CCc1cc(C)ccc1OCCCC(C(=O)OCC)C(=O)OCC` gave aSyn tox rescue -1.3%.
`CC(=O)N1CCN(S(=O)(=O)c2cccc(C(=O)OCc3ccc(F)cc3)c2)CC1` gave aSyn tox rescue 4.9%.
For O=C(O)CSc1nnc(COc2cccc3cccnc23)n1-c1cccc(C(F)(F)F)c1 the results were aSyn tox rescue 2.5%.
For CCn1nc(C(=O)Nc2ccc3c(c2)OCCO3)c2ccccc2c1=O the results were aSyn tox rescue -0.7%.
For CCCCN1C(=O)C(CC(=O)NCC2CCCCC2)CC(C(=O)N(C)C)=C1C (stereo not given) the results were aSyn tox rescue 5.2%.
`CC(C)Oc1ccc(CNC(=O)C2CCN(C(=O)N3CC(C)Oc4ccccc43)CC2)cc1` (stereo not given) gave aSyn tox rescue 7.2%.
For CCC(CC)C(=O)OCc1cc(=O)n2nc(C3CCCCC3)sc2n1 the results were aSyn tox rescue 6.5%.
Screening COc1ccc(CCNC(=O)C2CC(=O)N(c3ccc(C)cc3)C2)cc1 (stereo not given) returned aSyn tox rescue 2.3%.
CCOC(=O)c1ccc(N2C(=O)C3C(/C=C/c4ccccc4)OC4(C(=O)c5ccccc5C4=O)C3C2=O)cc1 (stereo not given) was read as aSyn tox rescue 3.6%.
Screening CCCCC(C(=O)NC1CCCC1)N(Cc1ccccc1)C(=O)c1snc(C(N)=O)c1N (stereo not given) returned aSyn tox rescue 10.9%.
Screening COc1ccc(C(=O)NCCn2cc(SCC(=O)Nc3ccc(C)cc3)c3ccccc32)cc1 returned aSyn tox rescue 15.0%.
Screening O=C(CN1C(=O)C2(SCC(=O)N2c2ccc(F)c(F)c2)c2ccccc21)NCCc1ccccc1 (stereo not given) returned aSyn tox rescue -0.6%.
O=C(c1ccc(Br)cc1)N1CCN(c2ncccn2)CC1 was read as aSyn tox rescue 9.0%.
For COc1ccc(CNC(=O)OC23CN(C(=O)OC(C)C)N(C(=O)OC(C)C)CC2(O)CN(S(=O)(=O)c2ccc(C)cc2)C3)cc1OC (stereo not given) the results were aSyn tox rescue 11.2%.
Cn1c(=O)n(C)c2cc(N3CCOCC3)c(NC(=O)c3ccc(Cl)cc3)cc21 was read as aSyn tox rescue -5.4%.
CCOC(=O)C1=C(CN2CCN(c3cccc(OC)c3)CC2)NC(=O)NC1c1ccc(OC)cc1 (stereo not given) was read as aSyn tox rescue 9.8%.
`CN1C(=O)Cc2cc(S(=O)(=O)N3CCN(c4ccc(Cl)cc4)CC3)ccc21` gave aSyn tox rescue 0.3%.
CN(Cc1ccc(F)cc1)C(=O)c1cccc(S(=O)(=O)N2CCN(Cc3ccccc3)CC2)c1 was read as aSyn tox rescue 1.1%.
Screening COc1ccc(NC(=O)c2cc3c(=O)n(Cc4cccs4)ccc3nc2C)cc1 returned aSyn tox rescue -14.3%.
For CC1CC(C)CN(S(=O)(=O)c2ccc(F)c(C(=O)NC3CCCCC3C)c2)C1 (stereo not given) the results were aSyn tox rescue 6.4%.
Screening CCCCC(=O)Nc1nnc(SCc2cc(=O)n3cc(C)ccc3n2)s1 returned aSyn tox rescue 3.2%.
Screening Nc1ncc(-c2ccccc2)c(-c2ccc(O)cc2O)n1 returned aSyn tox rescue -1.7%.
COc1ccc(N(CC(=O)NCCSc2ccccn2)S(=O)(=O)c2ccccc2)c(OC)c1 was read as aSyn tox rescue 4.4%.
Screening CCOc1ccc(-n2c(=O)c3c4c(sc3n(CC(=O)Nc3cccc(C(F)(F)F)c3)c2=O)CCCCC4)cc1 returned aSyn tox rescue 7.3%.
`CC1CCN(C(=O)Cn2c(-c3cccs3)cc3cc(Cl)ccc32)CC1` gave aSyn tox rescue 14.8%.
Screening Cc1cc(NC(=NC2CC2)c2ccccc2)n(-c2ccccc2)n1 returned aSyn tox rescue -8.1%.
O=C(CSc1nc2c([nH]c3ccccc32)c(=O)n1-c1ccccc1F)Nc1ccccc1C(F)(F)F was read as aSyn tox rescue 1.0%.
For CCOc1ccc(NC(=O)CN(C)C(=O)c2c(C)nn(-c3ccccc3)c2Cl)cc1OCC the results were aSyn tox rescue -1.2%.
CCN(CC)C(=O)Cn1c(=O)cc(C)c2c(C)nn(-c3ccc(C)cc3)c21 was read as aSyn tox rescue 3.7%.
Screening COc1cccc(N2CCN(C(=O)c3cccc(-n4c(C)nc5cccnc54)c3)CC2)c1 returned aSyn tox rescue 6.8%.
Screening O=C(CN1C(=O)COc2ccc(S(=O)(=O)N3CCCC3)cc21)N1CCN(c2ccccc2)CC1 returned aSyn tox rescue -6.8%.
Screening COc1ccc(CCNC(=O)CCn2c(=O)c3ccccc3n(CC(=O)Nc3ccccc3F)c2=O)cc1OC returned aSyn tox rescue -1.9%.
`CCCCOc1ccccc1C(=O)Nc1nonc1-c1ccccc1` gave aSyn tox rescue -24.8%.
`Cc1ccc(-c2noc(-c3ccc(NCC4CCCO4)c([N+](=O)[O-])c3)n2)cc1` (stereo not given) gave aSyn tox rescue -4.0%.
Screening Cc1ccc([C@@H]2CC(=O)[C@@H]3CN(S(=O)(=O)c4ccc(C)cc4)[C@H](c4cccc(Cl)c4)C[C@@H]3N2S(=O)(=O)c2ccc(Cl)cc2)cc1 returned aSyn tox rescue -6.3%.
Screening Cc1ccccc1C(=O)Nc1nnc2n1CCS2 returned aSyn tox rescue 5.2%.

An excerpt from above in order of molecular weight, lowest first.
`Cc1ccc(-c2noc(-c3ccc(NCC4CCCO4)c([N+](=O)[O-])c3)n2)cc1` (stereo not given) gave aSyn tox rescue -4.0%.
Screening COc1cccc(N2CCN(C(=O)c3cccc(-n4c(C)nc5cccnc54)c3)CC2)c1 returned aSyn tox rescue 6.8%.
For CCOc1ccc(NC(=O)CN(C)C(=O)c2c(C)nn(-c3ccccc3)c2Cl)cc1OCC the results were aSyn tox rescue -1.2%.
Screening O=C(CN1C(=O)COc2ccc(S(=O)(=O)N3CCCC3)cc21)N1CCN(c2ccccc2)CC1 returned aSyn tox rescue -6.8%.
Screening COc1ccc(CCNC(=O)CCn2c(=O)c3ccccc3n(CC(=O)Nc3ccccc3F)c2=O)cc1OC returned aSyn tox rescue -1.9%.
Screening Cc1ccc([C@@H]2CC(=O)[C@@H]3CN(S(=O)(=O)c4ccc(C)cc4)[C@H](c4cccc(Cl)c4)C[C@@H]3N2S(=O)(=O)c2ccc(Cl)cc2)cc1 returned aSyn tox rescue -6.3%.

The list goes on:
CN(CC(=O)Nc1c(Cl)cccc1Cl)C(=O)c1ccc2nc[nH]c2c1 was read as aSyn tox rescue 3.0%.
For CCCN(C(=O)Cn1cnc2onc(-c3ccc(F)cc3)c2c1=O)c1cccc(Cl)c1 the results were aSyn tox rescue -6.9%.
For COc1ccc(CNC(=O)C(=O)Nc2ccc(OC)cc2OC)cc1 the results were aSyn tox rescue 0.1%.
Screening COc1cc(C=C2CCCC(=Cc3ccc(OCC4CO4)c(OC)c3)C2=O)ccc1OCC1CO1 (stereo not given) returned aSyn tox rescue -1.2%.
Cc1ccc2c(c1)CO[C@]21O[C@H](CCO)C[C@H](O)[C@H]1O was read as aSyn tox rescue -0.7%.
Screening Cc1nn(C)c(C)c1NS(=O)(=O)c1ccc(N2CCCC2=O)cc1 returned aSyn tox rescue -8.4%.
For O=C(CCCn1cc([N+](=O)[O-])cn1)Nc1cccnc1 the results were aSyn tox rescue 4.4%.
`Cc1cc(C(F)(F)F)nc2c(Cl)c(C(C)(C)C)nn12` gave aSyn tox rescue 3.8%.
For O=C(CCNC(=O)c1ccc(Cl)cc1)Nc1ccncc1 the results were aSyn tox rescue -2.4%.
COc1ccc(CNC(=O)c2ccc3c(c2)nc2n3CCCCC2)c(OC)c1 was read as aSyn tox rescue -9.9%.
`CSCCC(NS(=O)(=O)/C=C/c1ccccc1)C(=O)NCCc1ccc(S(N)(=O)=O)cc1` (stereo not given) gave aSyn tox rescue 4.1%.
`Cc1ccc2[nH]c3c(=O)n(CC(=O)NC(C)C)ncc3c2c1` gave aSyn tox rescue -2.1%.
`Cc1ccc(NC(=O)CSCC(=O)NCc2ccco2)cc1` gave aSyn tox rescue -5.8%.
For C=CCSc1nccc(=O)[nH]1 the results were aSyn tox rescue -6.4%.
`Cc1ccc(-n2cnc3cc(C(=O)NCCC4=CCCCC4)ccc32)cc1Cl` gave aSyn tox rescue -10.8%.
`NC(=O)C1CCCN(C(=O)c2cccc(NC(=O)c3cccs3)c2)C1` (stereo not given) gave aSyn tox rescue -50.3%[inhibitor].
Screening Cc1ccc(N(CC(=O)NC2CCCC2)C(=O)CCC(=O)Nc2ccccn2)cc1 returned aSyn tox rescue 5.6%.
For C[C@@H]1CN([C@@H](C)CO)C(=O)c2cc(C#CCN(C)C)cnc2O[C@H]1CN(C)Cc1ccc2c(c1)OCO2 the results were aSyn tox rescue 0.6%.
`Cc1cc(S(=O)(=O)NCCCN2CCOCC2)c(Cl)cc1Cl` gave aSyn tox rescue -3.0%.
`COc1ccc(CNC(=O)C2CCN(c3nnc(N4CCCC4=O)s3)CC2)cc1` gave aSyn tox rescue -8.5%.
Cc1ccc(-n2c(=O)c3c4c(sc3n(CC(=O)C(C)(C)C)c2=O)CCCCC4)cc1C was read as aSyn tox rescue 6.2%.
`COc1cccc(-c2nc(CS(=O)(=O)CC(=O)N3CCN(c4ccccc4)CC3)c(C)o2)c1` gave aSyn tox rescue 2.1%.
`COc1ccc(CNc2ccc3cc(S(=O)(=O)N4CCCCC4)ccc3n2)cc1` gave aSyn tox rescue 25.7%.
For Cc1cc(C(=O)O)ccc1-n1c(C)cc(/C=C(/C#N)C(=O)Nc2ccccc2)c1C the results were aSyn tox rescue -1.7%.
CCc1ccc(NC(=O)Cn2c(=O)n(CCCCC(=O)NCCc3ccc(Cl)cc3)c(=O)c3ccccc32)cc1 was read as aSyn tox rescue 4.0%.
COC(=O)Nc1ccc(Cn2cc(C(F)(F)F)ccc2=O)cc1 was read as aSyn tox rescue -9.3%.
Screening Cc1nc2sccn2c(=O)c1S(=O)(=O)Nc1cccc(Cl)c1C returned aSyn tox rescue inconclusive.
Cc1ccc(S(=O)(=O)N2CCCC(C(=O)NCCc3ccccc3)C2)cc1 (stereo not given) was read as aSyn tox rescue 11.9%.
Screening Cc1ccc2c(c1)N(C(=O)CCC(=O)NCc1cccc(F)c1)CCO2 returned aSyn tox rescue 2.7%.
Screening CC1CCCN(CCS(=O)(=O)c2ccccc2)C1 (stereo not given) returned aSyn tox rescue 1.4%.
For CCCCc1nn2c(=O)cc(COC(=O)c3ccc4c(c3)OCO4)nc2s1 the results were aSyn tox rescue -9.4%.
`CC(=O)c1ccc(NC(=O)CN2C(=O)CCc3cc(S(=O)(=O)N4CCC(C)CC4)ccc32)cc1` gave aSyn tox rescue 8.5%.
Cc1c(C(=O)N2CCC(C)CC2)c(S(=O)(=O)NCc2ccc(Br)cc2)c(C)n1C was read as aSyn tox rescue 4.3%.
Screening Cc1c(NC(=O)C(C)N2C(=O)C3CCCCC3C2=O)c(=O)n(-c2ccccc2)n1C (stereo not given) returned aSyn tox rescue 6.6%.
COc1cc(Cl)ccc1Nc1ncc(C(=O)N2CCN(c3ccccc3OC)CC2)c2ccccc12 was read as aSyn tox rescue 7.8%.
COc1ccccc1NC(=O)C(=O)NCC(c1ccc2c(c1)OCO2)N1CCN(C)CC1 (stereo not given) was read as aSyn tox rescue -0.5%.
O=C1CSC(c2cccnc2)N1CC1CC1 (stereo not given) was read as aSyn tox rescue -1.2%.
`CCCS(=O)(=O)c1c(S(=O)(=O)CCC)c2cc(CC)ccn2c1C(=O)c1ccc(OC)cc1` gave aSyn tox rescue -14.8%.
`CCCn1c(C)cc(C(=O)CN2C(=O)c3ccccc3S2(=O)=O)c1C` gave aSyn tox rescue 11.9%.
`Cc1ccc(/C=C/C(=O)c2ccccc2O)cc1` gave aSyn tox rescue 9.4%.
COc1ccc(C(=O)COC(=O)CCCC(=O)Nc2ccc(C(C)=O)cc2)cc1 was read as aSyn tox rescue 1.0%.
Screening Cc1ccc(-c2nnc(Nc3ccc(F)cc3)c3ccccc23)cc1S(=O)(=O)NC(C)C returned aSyn tox rescue 5.5%.
